RAD52 inh: inhibitors of human RAD52 DNA annealing; 360,000 tested, 0.46% active; recombinant RAD52 DNA annealing, FRET fluorescence; P43351; inhibition, % at 18.7 µM; AID 651710;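 active means every replicate showing at least 50% inhibition; inconclusive means mean inhibition at least 50% but not in every replicate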
Target sequence (P43351 whole entry, looked up): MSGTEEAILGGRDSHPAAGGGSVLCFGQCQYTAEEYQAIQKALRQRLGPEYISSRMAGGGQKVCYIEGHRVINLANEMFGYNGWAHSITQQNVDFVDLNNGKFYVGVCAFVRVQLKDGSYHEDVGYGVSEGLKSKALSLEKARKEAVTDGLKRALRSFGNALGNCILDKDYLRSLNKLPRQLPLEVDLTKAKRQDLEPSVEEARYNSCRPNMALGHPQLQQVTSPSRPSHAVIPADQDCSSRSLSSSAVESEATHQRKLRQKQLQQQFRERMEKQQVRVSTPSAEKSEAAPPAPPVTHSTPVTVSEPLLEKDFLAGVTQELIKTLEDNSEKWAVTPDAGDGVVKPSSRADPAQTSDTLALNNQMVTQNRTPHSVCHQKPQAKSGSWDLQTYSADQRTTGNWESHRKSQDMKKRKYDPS
miR122 inh: miR-122 inhibition in Huh7 cells; 340,000 tested, 0.3% active; Huh7 miR-122 Renilla luciferase sensor, 48 h; neutral wells = 0, positive control = 100; activation (reporter increase), % at 12.5 µM;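 active means mean replicate activation score at least 90 and every replicate individually at or above 90; inconclusive means only one of the two criteria met; inactive means neither criterion met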;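 further: higher luciferase means less miR-122 activity so hits act as miR-122 inhibitors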
Cneo AK release: Cryptococcus neoformans lysis via adenylate kinase release | AID 651654 | lysis activity, % at 15 µM | 360,000 tested, 0.2% active | C. neoformans lysis, adenylate kinase release luminescence, 4 h; normalised: neutral wells 0, clomiphene wells 100;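 active means mean lysis activity across replicates of at least 80%, whatever share of replicates individually reach that level; inactive means mean lysis activity below 80%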
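Material: C. neoformans cells; Schedule: 4 h static compound exposure, 37 °C, read 1 h post-reagent; Measured by: adenylate kinase release luminescence; Read-out: signal increase indicating cell lysis; Controls: Clomiphene as positive lysis control.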
E-sel inducer: induces E-selectin expression in human endothelial cells. P16581. HUVEC E-selectin immunofluorescence imaging; normalized: neutral wells 0, TNF-alpha wells 100. activation, % at 7.58 µM. 260,000 tested, 0.37% active. AID 686992;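 active means mean E-selectin-positive cell signal at least 10% of the positive control, reached in at least 60% of replicates, without over 20% cell loss; inconclusive means no rule given, readout overlaps actives, possibly toxicity-flagged; inactive means the rest, including those meeting only one limit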;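 further: in these data hits start at about 27%; measured in HUVEC primary endothelial cells; signal is the percent of cells scored E-selectin positive by PE staining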
Target sequence (P16581 whole entry, looked up): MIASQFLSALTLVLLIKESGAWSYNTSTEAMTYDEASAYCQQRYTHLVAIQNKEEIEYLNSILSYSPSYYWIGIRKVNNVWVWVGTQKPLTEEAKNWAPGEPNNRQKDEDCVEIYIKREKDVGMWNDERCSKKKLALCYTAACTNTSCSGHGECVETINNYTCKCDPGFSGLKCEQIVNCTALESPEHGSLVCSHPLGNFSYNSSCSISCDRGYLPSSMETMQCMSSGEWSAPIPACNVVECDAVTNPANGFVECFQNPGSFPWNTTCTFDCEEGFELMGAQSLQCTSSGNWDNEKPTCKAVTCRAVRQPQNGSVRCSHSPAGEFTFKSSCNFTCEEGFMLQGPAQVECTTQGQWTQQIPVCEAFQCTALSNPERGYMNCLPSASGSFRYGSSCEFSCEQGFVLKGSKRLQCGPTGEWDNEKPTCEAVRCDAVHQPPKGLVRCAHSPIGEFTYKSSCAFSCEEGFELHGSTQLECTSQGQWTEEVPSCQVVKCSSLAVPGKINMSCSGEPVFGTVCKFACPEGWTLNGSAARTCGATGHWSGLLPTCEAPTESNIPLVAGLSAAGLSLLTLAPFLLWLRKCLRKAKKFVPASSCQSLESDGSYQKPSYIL
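Read-out: % PE-positive cells | Test system: HUVEC | Doses: One compound dose added by pin transfer | Buffer or medium: EGM-2 over gelatin coat | Signal: Immunofluorescence imaging | Benchmarks: TNF-alpha, DMSO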
PglD inh: blocks C. jejuni PglD acetyltransferase activity; 360,000 tested, 0.098% active; inhibition, % at 12.5 µM; purified PglD enzyme, DTNB colorimetric CoA detection; in the data active means inhibition above about 16%, passing the limit was not always enough; inconclusive means no clear call, values can overlap the other calls; further: strong numbers were not always called active
ERAP1 HTS inh: inhibitors of human ERAP1 aminopeptidase; Q9NZ08; recombinant ERAP1, Leu-AMC fluorescence, 60 min; inhibition, % at 10.7 µM; 340,000 tested, 0.15% active; AID 652197;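 active means mean replicate inhibition of at least 30%, or all replicates individually reaching that 30% level; inactive means mean below 30% and not every replicate reaching it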;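 further: 0% = neutral control wells and 100% = L-leucinethiol positive control wells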
PGC1a acetyl inh: modulators of PGC1a acetylation | U2OS PGC1a acetylation, AlphaScreen anti-acetyl-lysine; with virally co-expressed GCN5 acetyltransferase | inhibition, % at 15.6 µM | 350,000 tested, 0.17% active | AID 651687;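 active means every replicate shows inhibition of at least 40%; inconclusive means mean inhibition at least 40% but some replicate below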;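 further: 0% = neutral control wells and 100% = positive control wells; some results beyond the cut were filed as inactive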
RAD54 branch: blocks human RAD54 Holliday junction branch migration | FAM/BHQ fluorescence | inhibition, % at 10.4 µM | 360,000 tested, 0.14% active | Q92698 | AID 602329;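 active means mean normalized replicate activity at least 40 and at least half of replicates scoring 40 or more; inconclusive means only one of the two criteria met; inactive means mean below 40 and under half of replicates reaching 40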;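 further: 0% = median of neutral control wells and 100% = median of positive control wells; inhibitors cause a drop in the FAM fluorescence signal; in these data hits start at about 50%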
* hit, by the source's call; ? = inconclusive; nt = not tested or not shown; [ ] = dose if it differs, or a comment.

SMILES	RAD52 inh	miR122 inh	Cneo AK release	E-sel inducer	PglD inh	ERAP1 HTS inh	PGC1a acetyl inh	RAD54 branch
COCCCn1c(=N)c(C(=O)NC2CCCCC2)cc2c(=O)n3ccccc3nc21	nt	-0.4	-0.2	nt	-1.8	nt	7.4	22.9
CC(=O)Nc1ccc(-c2nnc(SCC(=O)c3ccc4c(c3)Cc3ccccc3-4)n2C)cc1	-12.0	35.1	-3.8	nt	-2.0	3.2	9.3	-0.6
N=C1C(c2ccccc2)=C(O)CN1c1cccc(S(=O)(=O)NCc2ccco2)c1	-14.3	9.5	nt	0.0	nt	nt	-1.5	nt
Cc1cccnc1NC(=O)CCCNC(=O)c1ccc(Cl)cc1	-17.3	7.9	0.9	0.5	1.5	-0.2	nt	-5.0
CC[C@]12c3[nH]c4ccccc4c3CCN1C(=O)C(CC(=O)NCC13CC4CC(CC(C4)C1)C3)C[C@@H]2C(=O)N1CCN(C(=O)c2ccco2)CC1 (stereo not given in full)	-6.0	-5.5	-1.8	-0.1	4.9	-4.4	-5.4	2.6
C[C@H]1CN([C@@H](C)CO)S(=O)(=O)c2ccc(-c3cncnc3)cc2O[C@H]1CN(C)Cc1ccccc1	14.3	1.9[16.7 µM]	-7.4	0.1	1.3	-2.9	-12.3	-4.7
O=C(NCc1ccccc1F)c1ccc(S(=O)(=O)N2CCCCCC2)cc1	-12.2	nt	-3.4	-0.5	-2.0	0.4	nt	-5.5
C[C@@H]1CN([C@@H](C)CO)C(=O)c2cc(NC(=O)C3CC3)ccc2O[C@H]1CN(C)CC1CCCCC1	14.6	26.8[16.7 µM]	100.0*	-0.2	-2.5	-2.1	17.4	8.0
Cc1nc(-c2ccc(S(=O)(=O)Nc3ccc(S(N)(=O)=O)cc3)cc2)co1	-9.3	5.5	1.4	nt	-3.1	3.2	12.3	-1.4
Cc1[nH]c2ccccc2c1SCc1nnc(SCc2ccccc2)n1C	-8.3	18.2	0.4	nt	-4.7	3.0	nt	-4.4
CCN(CC)C(=O)C1CCCN(Cc2ccccc2)C1 (stereo not given)	-23.1	-2.3	1.3	nt	0.7	-1.3	1.0	9.7
COc1ccc(S(=O)(=O)N2CCOC2CNC(=O)C(=O)NCc2ccncc2)cc1OC (stereo not given)	0.5	-1.3	1.4	-0.5	2.4	1.7	-4.6	-4.5
CC(=O)c1cc2c(cc1NC(=O)c1ccco1)OCCO2	3.9	nt	-0.2	0.1	-2.2	-0.8	nt	-1.0
O=C(c1ccc2c(c1)OCO2)N1CCN(c2ccccc2)CC1	nt	-2.4	-1.7	nt	-2.3	nt	-4.5	-4.9
C[C@@H]1CCCCO[C@@H](CN(C)S(=O)(=O)c2ccc(F)cc2)[C@@H](C)CN([C@H](C)CO)C(=O)c2cc(NC(=O)Nc3ccc(F)cc3)ccc2O1	nt	2.7[16.7 µM]	3.1	-0.1	2.6	nt	12.5	-5.4
CCCOc1ccc(N2C(=O)CC(N3CCN(c4ccccc4OC)CC3)C2=O)cc1 (stereo not given)	-3.2	-0.6	2.2	-0.1	-5.3	nt	nt	-4.3
O=C(NCc1ccccc1Cl)C1CCN(S(=O)(=O)c2ccc(-n3cnnn3)cc2)CC1	10.6	6.1	-0.7	-0.2	0.3	-6.9	18.0	9.7
COc1ccccc1N1C(=O)C2CCC(c3ccccc3)CC2C1=O (stereo not given)	-4.8	-4.8	-3.0	nt	2.5	-0.7	4.3	6.4
Cc1ccc(NC(=O)c2c(-c3c(F)cccc3Cl)noc2C)cc1F	nt	-3.1	-1.3	nt	8.3	nt	-7.0	4.4
COc1ccc(CN(C)C[C@H]2Oc3ccc(NC(=O)c4ccncc4)cc3CC(=O)N([C@@H](C)CO)C[C@@H]2C)cc1	-3.8	-0.8[16.7 µM]	0.2	0.0	2.2	0.1	-4.7	5.9
CCC(=O)N1CC(=O)N2[C@H](CO)[C@H](c3ccc(-c4ccncc4)cc3)[C@@H]2C1	4.3	nt	nt	-0.3	nt	1.8	9.0	nt
O=C(CC(c1ccccc1)c1ccccc1)NCC1CCCO1 (stereo not given)	nt	-1.2	4.7	nt	-1.9	nt	4.2	-2.8
NC(=O)c1ccccc1OCC(=O)N1CCc2ccccc2C1	7.1	-12.0	-0.7	nt	11.0	-0.8	6.0	1.8
Cc1ccc(S(=O)(=O)c2c(N)n(/N=C/c3ccco3)c3nc4ccccc4nc23)cc1	nt	-5.6	2.0	nt	-3.3	nt	-11.5	-0.5
Cc1cc(NC(=O)CCC(=O)N(Cc2ccco2)C(C(=O)NC2CCCC2)c2ccccc2)no1 (stereo not given)	-12.9	nt	-0.9	0.0	8.6	-4.0	nt	-0.9

(listing goes on)
SMILES	RAD52 inh	miR122 inh	Cneo AK release	E-sel inducer	PglD inh	ERAP1 HTS inh	PGC1a acetyl inh	RAD54 branch
CCc1nc2c(OCc3ccc(F)cc3)cccn2c1N(C)C(=O)c1ccc(C)cc1	-32.3	-5.8	1.5	-0.2	-0.7	0.0	5.5	-2.5
COc1ccccc1-n1nnnc1SCC(=O)Nc1cc(C)on1	nt	-1.1	0.3	nt	1.6	nt	-9.4	-6.0
Cc1cc([N+](=O)[O-])ccc1NCc1ccccc1[N+](=O)[O-]	-4.7	-7.6	-1.5	nt	0.3	0.7	2.3	2.5
COCCCC1CCN(Cc2cn[nH]c2-c2cc(OC)c(OC)c(OC)c2)CC1	-13.0	-4.2	-5.8	4.1	-9.0	0.5	-10.1	-11.4
COC(=O)c1cc2c(-c3ccccc3)c(C)c3ccccn3c-2c1C(=O)OC	nt	8.3	-2.3	nt	-1.5	nt	-2.6	0.2
CC(=NNC(=S)N1CCN(C2CCCCCC2)CC1)c1ccccn1	-16.1	4.3	nt	1.1	nt	3.2	14.4	nt
Cn1cccc1Cc1nnc(SCC(=O)Nc2nc3ccccc3s2)n1CCc1ccccc1	-28.6	1.6	1.1	nt	-2.1	4.8	-34.2	3.1
N#CC1=C(N)SC(N)=C(C#N)C1C1CC=CCC1 (stereo not given)	nt	-2.8	-0.6	nt	-4.7	nt	-21.0	-0.6
COCC(=O)Nc1ccc2c(c1)C(=O)N(C)[C@H]1CC[C@H](CC(=O)N3CCc4ccccc4C3)O[C@@H]1CO2	14.1	20.0[16.7 µM]	-0.3	0.0	1.8	-2.5	3.5	6.9
O=C(CSc1ccc2nnc(-c3ccncc3)n2n1)Nc1nccs1	-18.4	-1.5	2.9	nt	-2.6	3.1	5.8	-1.7
CN(C)C(=O)c1ccc(-c2ccc3c(c2)[C@@H]2[C@@H](CCN2C(=O)c2ccccc2F)[C@@H](CO)N3)cc1	nt	-3.4[16.7 µM]	-12.7	0.7	0.2	nt	0.8	-7.9
C[C@H](CO)N1C[C@H](C)[C@@H](CN(C)C(=O)C2CCCCC2)OCCCC[C@H](C)Oc2ccc(NS(=O)(=O)c3ccc(Cl)cc3)cc2C1=O	7.8	4.8[16.7 µM]	5.8	-0.1	-1.3	3.7	5.6	-5.7
Clc1cccc(Cl)c1Cn1cnc(=NCc2ccco2)c2[nH]cnc21	nt	-4.6	1.1	nt	2.9	nt	-8.5	5.1
CNC[C@@H]1Oc2c(NC(=O)c3nc4ccccc4s3)cccc2C(=O)N([C@H](C)CO)C[C@@H]1C	-0.3	-2.0[16.7 µM]	2.7	0.1	1.9	-4.0	-5.0	8.9
COCC(=O)Nc1ccc2c(c1)C(=O)N(C)[C@H]1CC[C@H](CC(=O)O)O[C@@H]1CO2	nt	54.2[16.7 µM]	-4.4	0.1	0.6	nt	-6.6	-2.9
Cc1ccc(CN2CCNC(=O)C2CC(=O)N(C)C2CCCCC2)cc1 (stereo not given)	-11.5	1.0	3.4	-0.3	-5.7	-3.9	0.0	0.3
CCn1ccnc1CN1CCN(CC(C)C)C(CCO)C1 (stereo not given)	-31.0	nt	nt	5.4	nt	-4.5	3.4	nt
Cc1ccc(S(=O)(=O)NC(CC(C)C)C(=O)NCc2ccco2)cc1 (stereo not given)	nt	-27.1	2.4	nt	-0.5	nt	16.5	3.5
O=C(C[C@@H]1CC[C@@H]2[C@H](COC[C@H](O)CN2C(=O)c2cnccn2)O1)NCc1ccc(Cl)cc1	0.3	-0.4[16.7 µM]	1.5	-0.1	-1.1	-0.6	7.3	-0.1
CC(C)C#Cc1cnc2c(c1)C(=O)N([C@H](C)CO)C[C@H](C)[C@@H](CN(C)Cc1ccccc1F)O2	19.5	8.6[16.7 µM]	10.9	-0.3	-2.1	0.6	-29.8	-0.1
O=c1cc(-c2ccsc2)oc2ccc(-c3ccc4cc[nH]c4c3)cc12	-7.5	-2.7	-1.6	0.1	4.0	-1.3	-10.1	0.0
CN(C(=O)c1ccccc1-c1ncc[nH]1)C1CCCN(Cc2ccccc2F)C1 (stereo not given)	-23.2	nt	0.4	-0.2	5.0	-2.7	nt	4.7
COc1ccc(NC(=O)N(C)C[C@@H]2OCCCC[C@@H](C)Oc3ccc(NS(=O)(=O)c4ccc(Cl)cc4)cc3C(=O)N([C@H](C)CO)C[C@@H]2C)cc1	-15.6	2.3[16.7 µM]	1.0	0.0	-9.1	-5.4	10.8	1.6
C=CCn1c(=O)c(C(=O)NCc2ccc3c(c2)OCO3)c(O)c2cc(OC)c(OC)cc21	4.7	4.2	-6.0	0.0	5.6	-1.3	15.9	0.5
O=C1CC[C@H](OCc2ccccc2)CCN1[C@H](CSc1ccccc1)Cc1ccccc1	-170.6	nt	0.2	nt	-6.3	-1.9	nt	-11.9

Remaining list, next part:
SMILES	RAD52 inh	miR122 inh	Cneo AK release	E-sel inducer	PglD inh	ERAP1 HTS inh	PGC1a acetyl inh	RAD54 branch
COc1ccc(NC(=O)N(C)C[C@H]2Oc3c(NS(=O)(=O)c4cn(C)cn4)cccc3C(=O)N([C@H](C)CO)C[C@H]2C)cc1	4.5	-2.5[16.7 µM]	48.7	?	13.5	2.6	1.0	-0.8
CNC1(C(N)=O)CCNCC1	5.8	nt	0.6	-0.2	-7.3	-0.1	nt	9.8
COc1cccc(NC(=O)Cn2cc(C=O)c3ccccc32)c1	-6.3	2.0	10.2	nt	-0.3	-3.4	-3.3	13.1
CCCCCn1c(=S)[nH]c2cc(C(=O)N3CCCC3)ccc2c1=O	9.7	6.6	1.2	-0.1	0.1	0.7	-5.0	4.0
CCOC(=O)C1CCN(Cc2nc3ccc(Cl)cc3n2CCO)CC1	nt	-11.0	1.6	nt	-0.5	nt	nt	14.1
COc1ccc(S(=O)(=O)N(C)C[C@H]2Oc3ccc(NS(C)(=O)=O)cc3C(=O)N([C@H](C)CO)C[C@@H]2C)cc1	4.3	-1.2[16.7 µM]	2.9	nt	15.7	0.1	-2.6	4.1
CCOC(=O)c1ccc2[nH]c3c(c2c1)CCCC3NC=O (stereo not given)	-15.2	8.4	-0.9	nt	-5.2	4.6	5.0	-6.4
O=C1[C@@H](Oc2ccccc2)[C@@H](c2ccccc2)N1c1ccccc1	-20.8	-3.5	2.9	nt	-5.2	-3.5	0.6	5.8
O=C(Nc1nc2c(F)cc(F)cc2s1)c1ccco1	1.4	nt	-4.3	nt	0.5	3.1	nt	0.8

Screens as filed in PubChem BioAssay.
